High-throughput results (PubChem BioAssay)
HEK cytotox: cytotoxic compounds in HEK 293 cells; AID 1345083; HEK 293 viability, ATP luminescence (CellTiter-Glo), 48-72 h; Potency, µM (highest dose often 115 µM), for the others: top-dose activity change, negative = cytotoxicity, actives largely listed as inhibitors; 94,000 compounds, 6.6% hits; note: potency is the fitted concentration of half-maximal effect; nearly all actives have a fitted effect of over 60% in size
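HEK 293 seeded at 250 cells/well receive compound via pintool. After 48 or 72 hr at 37 degree Celsius, 5% CO2 and 95% humidity, CellTiter-Glo is dispensed and luminescence read following 10 min at room temperature.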
GPT2 inh: inhibitors of human GPT2 alanine aminotransferase; 100,000 compounds, 0.25% hits; Potency, µM (titrated, usually from 57.7 µM), without a hit: at the highest dose activity change, negative = inhibition, actives largely listed as inhibitors; Q8TD30; Recombinant GPT2, coupled pyruvate oxidase/HRP Amplex Red fluorescence; note: potency is the fitted concentration of half-maximal effect; nearly all actives have a fitted effect of over 60% in size; many of its hits are not listed in these tables
Target sequence (Q8TD30 whole entry, looked up): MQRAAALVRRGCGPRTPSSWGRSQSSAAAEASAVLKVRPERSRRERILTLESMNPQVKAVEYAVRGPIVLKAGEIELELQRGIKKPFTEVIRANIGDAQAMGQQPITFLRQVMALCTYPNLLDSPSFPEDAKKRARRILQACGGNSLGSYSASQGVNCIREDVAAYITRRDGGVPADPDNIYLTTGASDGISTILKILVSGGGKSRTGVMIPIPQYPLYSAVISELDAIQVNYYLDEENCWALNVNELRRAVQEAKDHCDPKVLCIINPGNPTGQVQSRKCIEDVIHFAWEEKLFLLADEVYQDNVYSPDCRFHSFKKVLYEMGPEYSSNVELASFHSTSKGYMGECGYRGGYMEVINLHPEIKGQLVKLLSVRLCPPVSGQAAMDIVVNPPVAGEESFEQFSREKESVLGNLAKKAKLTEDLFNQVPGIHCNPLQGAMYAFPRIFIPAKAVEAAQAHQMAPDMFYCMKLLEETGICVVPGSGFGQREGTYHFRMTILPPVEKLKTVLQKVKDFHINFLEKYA
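Fluorescence read-out: pyruvate from GPT2 turnover coupled to pyruvate oxidase, HRP and Amplex Red (0.2mM ThPP, 0.2U/mL PO and HRP, 50uM Amplex final). Substrates 250uM a-KG, 2mM L-alanine; enzyme 10ng/uL; 30 min RT.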
Luciferase inh: blocks purified firefly luciferase enzyme activity; P08659; purified P. pyralis luciferase, luminescence, biochemical; Potency, µM (top dose mostly 115 µM), for the others: at the top dose activity change, negative = inhibition, hits mostly inhibitors; 76,000 compounds, 2.5% hits; AID 1347043; note: potency is the fitted concentration of half-maximal effect; nearly all actives have a fitted effect of over 65% in size
Target sequence (P08659 whole entry, looked up): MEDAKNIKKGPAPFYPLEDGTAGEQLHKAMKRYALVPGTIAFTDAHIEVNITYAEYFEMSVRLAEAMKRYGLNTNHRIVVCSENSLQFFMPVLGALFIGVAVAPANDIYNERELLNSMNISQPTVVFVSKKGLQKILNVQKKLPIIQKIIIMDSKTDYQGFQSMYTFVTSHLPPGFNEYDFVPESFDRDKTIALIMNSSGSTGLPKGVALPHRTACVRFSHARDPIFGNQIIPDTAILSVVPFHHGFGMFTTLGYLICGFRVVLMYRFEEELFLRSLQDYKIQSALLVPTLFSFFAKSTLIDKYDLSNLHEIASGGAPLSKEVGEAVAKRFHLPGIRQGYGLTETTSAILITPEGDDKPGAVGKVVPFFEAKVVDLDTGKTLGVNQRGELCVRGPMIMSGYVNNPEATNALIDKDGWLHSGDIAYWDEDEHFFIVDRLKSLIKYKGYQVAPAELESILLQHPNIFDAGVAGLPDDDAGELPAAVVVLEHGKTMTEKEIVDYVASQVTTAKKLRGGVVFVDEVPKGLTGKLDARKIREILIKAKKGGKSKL
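Purified P. pyralis luciferase (10nM final) in 50mM Tris acetate pH 7.5, 10mM Mg acetate, 0.01% Tween-20, 0.05% BSA with 10uM D-luciferin and 10uM ATP. Compounds titrated qHTS. Luminescence imaged on CCD.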
SNCA expr inh: SNCA gene expression inhibition | HEK-293 SNCA-luciferase knock-in, luminescence, 24 h | Potency, µM (top dose mostly 57.2 µM), for the others: at the highest dose activity change, negative = inhibition, hits mostly inhibitors | 140,000 compounds, 0.17% hits | AID 1671194;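 note: potency is the fitted concentration of half-maximal effect; plate controls were DMSO cells for no effect and cell-free wells for full effect; nearly all actives have a fitted effect of over 45% in size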
3T3 cytotox: NIH 3T3 cell cytotoxicity | NIH 3T3 viability, CellTiter-Glo ATP luminescence, 48-72 h | Potency, µM (titrated, usually from 96.7 µM), without a hit: at the highest dose activity change, negative = cytotoxicity, actives largely listed as inhibitors | 94,000 compounds, 4.3% hits | AID 1345082; note: potency is the fitted concentration of half-maximal effect; nearly all actives have a fitted effect of over 55% in size
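Cytotoxicity was measured by CellTiter-Glo ATP luminescence after 48 or 72 h compound exposure at 37 °C. Mouse NIH 3T3 fibroblasts were seeded at 400 cells/well and dosed by 23 nL pin transfer.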
IP6K1 inhibitor: inhibitors of human IP6K1; activity change, % (series mostly up to about 58 µM); AID 1645851; 140,000 compounds, 0.81% hits; IP6K1 kinase, ADP-Glo luminescence, 2 h; hits give low values; Q92551; in the data active = activity change below about -25%
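ADP-Glo luminescence measures ADP made by human IP6K1 during a 2 h RT reaction with ATP/IP6 (mix at 1.3 mM/130 uM); top library doses 57.5 and 19.1 uM final.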
HEK293 viab: reduces viability of HEK-293 SNCA reporter cells; AID 1671193; Potency, µM (titrated, usually from 57.1 µM), for the others: at the highest dose activity change, negative = cytotoxicity, usual class: cytotoxic; HEK-293-SNCA-luc viability, GF-AFC fluorescence, 24 h; 150,000 compounds, 0.12% hits;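 note: potency is the fitted concentration of half-maximal effect; 0% = DMSO-treated cells and -100% = medium-only wells without cells; nearly all actives have a fitted effect of over 30% in size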
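Cytotoxicity counterscreen: after 24 h compound treatment of genome-edited SNCA-luciferase HEK-293 cells, live-cell protease substrate GF-AFC read by fluorescence after 30 min; activity scaled between DMSO (0%) and medium-only (-100%), curves Hill-fitted.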
* marks the source's active call; other numbers are inactive results; i = inactive; ? = inconclusive; . = not tested or not shown; & = joins results of further samples; [ ] = remark or other dose. Unless noted, calls come from the whole dose curve; as a rule, active = well fitted curve in the direction sought with a large enough effect; inconclusive = small, poorly fitted or top-dose-only effect, or another doubt; inactive = no such curve, though single readings can be large; an effect the other way counts as inactive or inconclusive. Unless noted, % is set by controls: 0 for no effect and ±100 for the full control effect.

Under each structure: HEK cytotox	GPT2 inh	Luciferase inh	SNCA expr inh	3T3 cytotox	IP6K1 inhibitor	HEK293 viab
[1] CC(=O)N1CCC(Oc2ccc(Cl)cc2C(=O)N(C)CCN2CCOCC2)CC1
 : -4%	i	-6%	-6%	-4%	-3	7%
[2] C=CCOc1c(OC)ccc2c1CN(Cc1ccco1)C(=O)CCN2CC(O)COc1ccc(OC)cc1 (stereo not given)
 : ?	.	.	.	?	-3	.
[3] CCn1nc(C)c(-c2cc(C(=O)NCCc3noc(COC)n3)no2)c1C
 : ?	i	-23%	?	?	2	-19%[12.5 µM]
[4] O=C(NC1CCCC1)c1ccc2c(c1)N(Cc1ccc(C(F)(F)F)cc1)C(=O)c1ccccc1S2
 : .	.	.	-15%	.	14	-1%
[5] CCOc1ccc(-c2nc(C3CC(=O)N(c4ccc(F)cc4)C3)no2)cc1OCC (stereo not given)
 : -18%	-7%	3%	-8%	-22%	-10	5%
[6] COc1ccc(F)cc1-c1ccccc1C=O
 : -16%[172 µM]	-20%[88.5 µM]	.	13%[87.6 µM]	4%[138 µM]	-9	-5%[87.6 µM]
[7] Cc1ccc(NC(=O)NCCc2c(C)nn(C)c2C)c(Cl)c1
 : .	.	.	57%[activator]	.	34	23%
[8] COc1ccccc1CCC(=O)N1CCC(c2n[nH]c(=O)n2Cc2ccc(F)cc2)CC1
 : -10%	-1%	3%	1%	-24%	-13	-13%
[9] O=C(c1ccc(Cl)cc1)N1CCC(n2cc(-c3ccccc3)[nH]c2=O)CC1
 : -12%	i	.	-7%	?	0	-4%
[10] O=c1[nH]c(=O)n([C@H]2CCCO2)cc1F
 : .	4%	.	-45%[25.6 µM]	.	1&30	-2%
[11] O=C(CN1C(=O)COc2ccc(S(=O)(=O)N3CCCC3)cc21)N1CCN(c2ccc(Cl)cc2)CC1
 : .	.	.	-19%	.	19	?
[12] CC(NC(=O)c1ccc(N2CC(=O)NC2=O)cc1)c1cn2ncsc2n1 (stereo not given)
 : 0%	-10%	0%	24%	-14%	4	-1%
[13] O=C(c1ccccn1)N1C[C@@H]2C[C@H](C1)c1ccc(NS(=O)(=O)Cc3ccccc3)c(=O)n1C2
 : -14%	i	0%	?	i	4	-6%
[14] COCCn1nc2n(c1=O)CCC1(CC2)CCN(C(=O)CCc2c(C)nn(C)c2C)CC1
 : i	-14%	.	13%	-6%	-4	1%
[15] C[C@@H](O)[C@H]1C(=O)N2C(C(=O)O)=C(SCCN=CN)C[C@H]12
 : .	2%	.	-13%	.	4	-7%
[16] O=C(c1ccc(SCCO)cc1)N1CCCC(CO)(CC2CC2)C1 (stereo not given)
 : -2%	-15%	-2%	?	-13%	28	1%
[17] CN[C@H](C(=O)N[C@@H]1C=C(C(=O)N[C@H]2CCCNC2=O)C[C@@H](O)[C@@H]1O)C(C)C
 : -9%[172 µM]	i	-11%[172 µM]	-6%[87.6 µM]	-11%[138 µM]	12	2%[87.6 µM]
[18] COc1ccc(Cn2c(=O)c(C(=O)N3CCN(C(=O)c4ccc(OC)cc4)CC3)nc3cccnc32)cc1
 : -4%	2%	.	-7%	-17%	-5	-26%
[19] Cc1cccc(NC(c2nnc(-c3ccccc3)o2)c2ccc(F)cc2Cl)c1C (stereo not given)
 : .	.	.	-8%	.	0	-25%
[20] COc1cc(=O)n2c(c1C(=O)Nc1cccc(C(F)(F)F)c1)CCCC2
 : -1%	?	-8%	-27%	1%	12	-12%
[21] COc1cccc(CNC(=O)c2cc(S(=O)(=O)N3CCCCC3)cn2C)c1
 : .	.	.	-9%	.	-14	-2%
[22] O=C1NCCCCCCN(Cc2ccncc2)[C@@H]2CN(Cc3ccc(O)cc3)CC[C@H]12
 : -28%	2%	-7%	-16%	?	9	?
[23] CC(C)Oc1ccc(CNC(=O)c2cccc(NC(=O)N3CCSc4ncccc43)c2)cc1
 : .	.	.	24%	.	15	-6%
[24] Cc1ccc(CNC(=O)Cn2c(=O)n(Cc3ccccc3)c(=O)c3c2c2cc(C)ccc2n3C)cc1
 : .	.	.	13%	.	10	-9%
[25] CCOC(=O)c1cc2c(=O)n3ccccc3nc2n(CC2CCCO2)c1=NC(=O)c1ccc(F)cc1 (stereo not given)
 : .	.	.	11%	.	-8	14%
[26] COc1cc(Cl)ccc1C(=O)N1CCC(Cc2nc(C(C)C)no2)CC1
 : ?	i	-1%	-17%	?	7	0%
[27] COc1cccc(NC(=O)c2nn(-c3ccc(C)cc3)c(=O)n(C)c2=O)c1
 : .	.	.	28%	.	8	4%
[28] Cc1ccc(-c2ccc3nnc(CNC(=O)C4CC4)n3n2)cc1
 : 0%	4%	1%	2%	i	-2	-5%
[29] CN(CCO)CC1(O)CCCN(Cc2cccc(F)c2F)C1=O (stereo not given)
 : -2%	i	2%	10%	i	10	2%
[30] O=C(NCC1(COc2ccc(C(F)(F)F)cn2)C[C@@H](O)[C@@H](O)C1)c1ccno1 (stereo not given in full)
 : i	-10%	3%	7%	1%	-3	7%
[31] CCOc1ccc(NC(=O)c2c(NC(=O)Cc3ccccc3)sc3c2CCCCC3)cc1
 : .	.	.	8%	.	-14	3%
[32] CCOc1cc(=O)n2c(c1C(=O)NCc1ccc(F)cc1F)CCCC2
 : 17%	i	-2%	2%	-5%	10	-9%
[33] Cn1ncc2c(C(=O)NCC#N)cc(-c3ccccc3C(F)(F)F)nc21
 : -26%	.	.	.	?	-1	.
[34] O=C(NC1CCCCC1)c1ccc(Cn2c(SCc3cccc(F)c3)nc3cccnc32)cc1
 : .	.	.	-23%	.	5	-7%
[35] CCOc1ccc(CNC(=O)Cn2nc(C)c3sc4ccccc4c3c2=O)cc1
 : .	.	.	30%	.	24	16%
[36] CCNC(=O)N[C@H]1CC[C@]2(C)CC[C@@H]([C@H](C)C(=O)NCc3ccc(F)cc3)[C@H](O)[C@H]2[C@@H]1C
 : -31%	2%	1%	12%	-25%	-4	6%
[37] O=C(Cc1cccnc1)N1CCC(N2C(=O)C3(CCCCC3)C2c2ccccc2)CC1 (stereo not given)
 : -2%	4%	-4%	-28%	?	-1	6%[12.5 µM]
[38] Cc1oc(C(O)c2ccccc2F)nc1C(=O)Nc1ccc2[nH]ccc2c1 (stereo not given)
 : 100µM*	-1%[88.5 µM]	63µM*	-2%[87.6 µM]	?	-4	-4%[87.6 µM]
[39] CCOC(=O)c1scc(-c2ccccc2)c1S(=O)(=O)Nc1ccccc1OC
 : .	.	.	-11%	.	6	8%
[40] CC(=O)c1ccc(NC(=O)Cn2c(=O)nc(-c3ccccc3)c3cc(Cl)ccc32)cc1
 : .	.	.	5%	.	-24	6%
[41] COc1ccc(NC(=O)C2CCN(C(=O)c3sc4nc[nH]c(=O)c4c3C)CC2)c(OC)c1
 : .	.	.	28%	.	9	-6%
[42] CCOC(=O)C1=C(C)N=C2SC=C(CC(=O)N3CCCC3)N2C1c1cccc(C)c1 (stereo not given)
 : ?	i	2%	29%	?	-9	-2%
[43] Cc1cc(C)n(-c2cccc(CN(C)C(=O)c3cn(Cc4ccc(Cl)cc4)nn3)c2)n1
 : ?	-9%	-5%	-25%	?	-1	-3%
[44] COc1ccccc1C(=O)Nc1ccc(OCc2cc(=O)n3ccc(C)cc3n2)cc1
 : .	.	.	6%	.	24	-11%
[45] CN(C)C(=O)CN1C(=O)CO[C@H](c2ccc(NS(=O)(=O)Cc3ccccc3)cc2)[C@H]1CO
 : -10%	i	-1%	-2%	-3%	-1	10%
[46] Cc1cc(C(=O)N2CCC3(COc4ncccc4S(=O)(=O)N3)C2)no1 (stereo not given)
 : i	-6%	.	19%	i	10	14%
[47] Cc1noc(C)c1C(=O)N1CCC2(CC1)CC(N[S+](C)(=O)[O-])c1ccccc12 (stereo not given)
 : -4%	i	.	-6%	-14%	7	2%
[48] CCOc1ccccc1NC(=O)C[C@H]1NC(=O)c2ccccc2NC1=O
 : -3%	4%	-7%	29%	i	23	-4%
[49] COC(=O)c1ccc2nc(C[C@@H]3C[C@@H](C(C)C)[C@H](CNCc4ccc(NC(C)=O)cc4)C=C3C)[nH]c2c1
 : ?	-16%	-1%	8%	?	5	-13%
[50] Cc1ccc(C)n1-c1c(C(=O)NCC(C)c2ccccc2)sc2ncccc12 (stereo not given)
 : .	.	.	-15%	.	10	-4%
[51] Cn1c(CNC(=O)C2(Cc3ccccc3)CCCCC(=O)N2)nc2ccccc21 (stereo not given)
 : ?	i	8%	3%	?	0	-13%
[52] COc1ccc(NC(=O)N[C@H]2CO[C@H]3[C@@H]2OC[C@@H]3n2nnnc2-c2ccccc2)cc1
 : -4%[172 µM]	3%[88.5 µM]	?	35%[activator][87.6 µM]	-28%[174 µM]	0	2%[87.6 µM]
[53] COCC1CN(C(=O)c2nccn2C)CC12CCNCC2 (stereo not given)
 : -3%	2%	1%	6%	-10%	26	1%
[54] Cc1cc(CN2CCOc3c(O)cc(-c4ccccc4C)cc3C2)on1
 : ?	i	0%	-13%	?	0	-7%
[55] Cc1ccc(C(=O)Nc2onc3c2CCCC3)cc1
 : .	.	.	?	.	-11	-10%
[56] CCCS(=O)(=O)N[C@H]1C[C@@H](c2nc(-c3ccc4c(c3)OCO4)no2)N(C)C1
 : ?	3%[88.5 µM]	45µM*	71%[activator][87.6 µM]	-25%[174 µM]	-5	-10%[87.6 µM]
[57] O=C(Cn1c(=O)n(Cc2ccc(F)cc2)c(=O)c2sc3ccccc3c21)NCc1ccccc1
 : .	.	.	-6%	.	-8	4%
[58] O=C(NC[C@H]1OC[C@@H](NC2CCC2)[C@@H]1O)c1ccncc1
 : i	i	-3%[230 µM]	16%[87.6 µM]	i	-15	2%[87.6 µM]
[59] CC(C)C(=O)Nc1ccc(C2(C(=O)NCc3ccccn3)CCC2)cc1
 : 0%	i	0%	-12%	-6%	15	6%
[60] CCn1cc2c3c(cccc31)CN(C(=O)CC(C)(C)C)CC2
 : -17%	i	-9%	21%	-17%	41	8%
[61] CN1CCC(O)(Cc2nc3c([nH]2)CC(C)(C)CNC3=O)CC1
 : i	?	1%	4%	-1%	5	7%
[62] COc1cccc(N2CCN(c3c4c(nc5nncn35)CCC4)CC2)c1
 : .	.	.	0%	.	5	-1%
[63] CCOCCCNC(=O)N1CC(Oc2cccc(-c3nc(C)no3)c2)C1
 : 9%	i	0%	7%	-30%	-9	-5%

Of the compounds above, these contain an aryl thioether with sulfur outside any ring.
Under each structure: HEK cytotox	GPT2 inh	Luciferase inh	SNCA expr inh	3T3 cytotox	IP6K1 inhibitor	HEK293 viab
[16] O=C(c1ccc(SCCO)cc1)N1CCCC(CO)(CC2CC2)C1 (stereo not given)
 : -2%	-15%	-2%	?	-13%	28	1%
[34] O=C(NC1CCCCC1)c1ccc(Cn2c(SCc3cccc(F)c3)nc3cccnc32)cc1
 : .	.	.	-23%	.	5	-7%

Only part of the results is shown; rates above refer to the full screens.
